# Source: PubChem (National Center for Advancing Translational Sciences (NCATS))
# USP2a block: USP2a (human) protease inhibition; AID 463254; USP2 core, Ub-CHOP2 coupled fluorogenic reporter, 485/531; Potency, µM (top dose mostly 38.3 µM), inactives show top-dose activity change, negative = inhibition, usual class: inhibitors; 0.01% of 330,000 active;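 note: potency is the fitted concentration of half-maximal effect; plate controls were DMSO wells for no effect and full inhibition by NEM control for full effect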
#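 Deubiquitinase activity read as fluorescence (485/531 nm) after Ub-CHOP2 cleavage activates the enterokinase reporter on its substrate; USP2 core 10nM, Ub-CHOP2 and substrate 25nM each, 30min compound preincubation then 60min RT; data normalized to NEM, curves fitted.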
# p53 reactivation: mutant p53 re-activation in reporter cells; H1299 p53-A138V BP100-luciferase reporter, luminescence, 24 h; Potency, µM (doses to about 92.2 µM), inactives show top-dose activity change, positive = activation, usual class: activators; 0.063% of 320,000 active; AID 504706; note: potency is the fitted concentration of half-maximal effect; % of control where 0% means no effect; nearly all actives have a fitted effect of over 45% in size
#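 H1299 (p53-null), stable ts p53-A138V + BP100-Luc; 1000 cells/well, Opti-MEM/10% FBS; cpd 4 pt, 1:5; 24 h, 37 deg C, 5% CO2; detection reagent 10 min RT; luminescence.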
# uPA surface inh: inhibitors of cell surface uPA generation; cell surface uPA generation assay, qHTS; Potency, µM (highest dose often 38.3 µM), for the others: top-dose activity change, negative = inhibition, usual class: inhibitors; 0.31% of 330,000 active; AID 540303; active = well fitted inhibition curve with a large enough effect; inconclusive = small, poorly fitted or top-dose-only effect; inactive = no such curve, though single readings can be large or run the other way; tested in mouse RAW 264.7 cells; note: potency is the fitted concentration of half-maximal effect; % is set by controls: 0 for no effect and ±100 for the full control effect; nearly all actives have a fitted effect of over 55% in size
# PTAP TSG101 blk: blocks PTAP/TSG101 interaction to inhibit HIV-1 budding | Q99816 | Fluorescence polarization, FITC-PTAP peptide / Tsg101 binding | Potency, µM (highest dose often 115 µM), for inactives: at the top dose activity change, negative = inhibition, actives largely listed as inhibitors | 340,000 tested, under 10 active; active = well fitted inhibition curve with a large enough effect in the main read-out, with a control signal flat, not every such curve was filed as active; inconclusive = small, poorly fitted or top-dose-only effect, or effect the other way, or a change in a side signal; inactive = no such curve, though single readings can be large or run the other way; note: potency is the fitted concentration of half-maximal effect; % of control where 0% means no effect
# Target sequence (Q99816 whole entry, looked up): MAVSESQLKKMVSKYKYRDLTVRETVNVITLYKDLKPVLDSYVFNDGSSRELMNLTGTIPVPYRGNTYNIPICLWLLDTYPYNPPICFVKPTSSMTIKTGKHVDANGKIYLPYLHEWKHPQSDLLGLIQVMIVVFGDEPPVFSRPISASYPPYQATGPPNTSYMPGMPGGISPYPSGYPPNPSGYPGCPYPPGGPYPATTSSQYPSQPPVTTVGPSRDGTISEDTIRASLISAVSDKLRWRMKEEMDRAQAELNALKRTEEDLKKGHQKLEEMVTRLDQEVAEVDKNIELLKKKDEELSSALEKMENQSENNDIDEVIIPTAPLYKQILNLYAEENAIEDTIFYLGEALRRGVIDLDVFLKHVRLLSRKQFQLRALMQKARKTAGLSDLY
#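 Fluorescence anisotropy tracks displacement of a FITC-tagged PTAP peptide (50 nM) from the Tsg101 binding domain (10 uM), following a 20 min room-temperature incubation at pH 7.5.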
# BRCA1 expr act: increases BRCA1 expression; MCF7-BRCA1-FFLuc reporter, luminescence, 48 h; response scale: scaled: vehicle 0%, 10 µM genistein 100%; Potency, µM (titrated, usually from 46.1 µM), inactives show at the top dose activation, most hits filed as activators; 1.1% of 380,000 active; AID 624202; note: potency is the fitted concentration of half-maximal effect; nearly all actives have a fitted effect of over 80% in size; some results filed as inactive show a strong effect at the top dose
#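 Reporter cells (MCF7, BRCA1 promoter-firefly luciferase) received library compounds across a concentration series for 48 h. End-point luminescence was measured and concentration-effect curves derived after normalization.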
# ELG1 genotox: genotoxicity induction in ELG1-luciferase HEK293T cells; HEK293T ELG1-luciferase reporter, luminescence, 16 h; Potency, µM (titrated, usually from 46 µM), without a hit: at the highest dose activity change, positive = activation, most hits filed as activators; 1.3% of 330,000 active; AID 504466; note: potency is the fitted concentration of half-maximal effect; % of control where 0% means no effect; nearly all actives have a fitted effect of over 60% in size
#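 Reporter readout depends on ELG1 protein level, which increases with genetic stress. After 16 hr compound exposure at 37 °C, luciferase activity was quantified using ONE-Glo.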
# Eya2 inh: inhibitors of human Eya2 phosphatase activity; O00167; recombinant Eya2, OMFP fluorescence dephosphorylation (OMFP is methylfluorescein phosphate); Potency, µM (top dose mostly 76.9 µM), inactives show top-dose activity, negative = inhibition, actives largely listed as inhibitors; 0.006% of 330,000 active; AID 488837; note: potency is the fitted concentration of half-maximal effect; % is set by controls: 0 for no effect and ±100 for the full control effect
#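 Eya2 protein (added as 0.2 uM solution) was preincubated with compound for 10 min at ambient temperature in 50 mM HEPES pH 7.5, 50 mM NaCl, 5 uM MgCl2, 0.05% BSA, 1 mM DTT. OMFP (added at 50 uM) then reacted 10 min; fluorescence read at 485/525 nm.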
# TRPV1 ag: activates the human vanilloid receptor TRPV1 | AID 540275 | 0.19% of 320,000 active | Q8NER1 | TRPV1-expressing cells, Fluo-8 calcium influx, agonist mode | activation, % at 8.33 µM; in the data active = activation above about 80%; inconclusive = between about 30% and that limit; note: 0% is about no effect
#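 TRPV1-expressing cells were cultured overnight at 35.5C and loaded with Fluo-8 calcium dye for 40 to 90 min at room temperature. After a 10 s baseline, compound was added and calcium influx was read kinetically for 3 min (ex 480/em 520 nm).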
# ASM inhibitor: blocks human secretory acid sphingomyelinase; P17405; placental ASM, HMU-PC fluorogenic substrate, 60 min; Potency, µM (doses to about 57.5 µM), without a hit: at the highest dose activity change, negative = inhibition, most hits filed as inhibitors; 0.006% of 340,000 active; note: potency is the fitted concentration of half-maximal effect
# Target sequence (P17405 47-631 limits assumed): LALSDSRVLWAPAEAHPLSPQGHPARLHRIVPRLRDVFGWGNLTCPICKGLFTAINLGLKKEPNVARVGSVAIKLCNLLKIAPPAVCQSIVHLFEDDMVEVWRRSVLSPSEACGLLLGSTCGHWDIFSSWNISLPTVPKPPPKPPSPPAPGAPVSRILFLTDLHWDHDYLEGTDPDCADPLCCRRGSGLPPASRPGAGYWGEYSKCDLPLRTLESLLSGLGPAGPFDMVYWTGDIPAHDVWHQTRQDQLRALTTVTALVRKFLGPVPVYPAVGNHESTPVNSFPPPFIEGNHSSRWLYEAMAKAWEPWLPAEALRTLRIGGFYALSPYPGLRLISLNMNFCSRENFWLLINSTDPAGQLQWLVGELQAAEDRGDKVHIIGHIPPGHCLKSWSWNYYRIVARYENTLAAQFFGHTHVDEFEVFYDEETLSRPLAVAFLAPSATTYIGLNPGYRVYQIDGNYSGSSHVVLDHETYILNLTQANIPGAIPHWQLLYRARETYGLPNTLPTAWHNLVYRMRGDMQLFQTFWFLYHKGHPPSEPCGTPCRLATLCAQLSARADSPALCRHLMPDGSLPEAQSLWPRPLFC
#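 Human placenta-derived ASM preincubated with compound 10 min at room temperature, then reacted with 9 uM (final) fluorogenic HMU-PC substrate for 60 min at 37 C. Stop solution raises pH to 10; fluorescence read at Ex 386/Em 447 nm.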
# a7 integrin act: activators of alpha7 integrin expression for muscular dystrophy; alpha7betagal myoblasts, beta-gal FDG fluorescence, 48 h; Potency, µM (doses to about 38.3 µM), for the others: at the top dose activation, usual class: activators; 0.064% of 350,000 active; AID 624291;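 note: potency is the fitted concentration of half-maximal effect; 100% = response of the positive control SU9516; nearly all actives have a fitted effect of over 60% in size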
#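 Alpha7betagal+/- myoblasts (passage 13) were plated 16-24 hr, then exposed to compounds (1:260 dilution of DMSO stock) for 48 hours at 37C. After MPER lysis, β-galactosidase reporter activity was read as FDG fluorescence (ex 480/em 540) after 30 minutes.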
# B2AR arrestin: beta2AR (human) beta-arrestin recruitment activity; P07550; 0.02% of 330,000 active; beta-arrestin recruitment to beta2AR, cell-based reporter; AID 492947; Potency, µM (top dose mostly 46.1 µM), for the others: at the highest dose activation, most hits filed as activators;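 note: potency is the fitted concentration of half-maximal effect; 0% = DMSO controls and full agonism = EC100 isoproterenol or metaproterenol; nearly all actives have a fitted effect of over 65% in size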
# * hit, by the source's call; ? = inconclusive; . = no result given; [ ] = another dose, or the depositor's remark. Unless noted, calls come from the whole dose curve; as a rule, active = well fitted curve in the direction sought with a large enough effect; inconclusive = small, poorly fitted or top-dose-only effect, or another doubt; inactive = no such curve, though single readings can be large; an effect the other way counts as inactive or inconclusive.
SMILES,USP2a block,p53 reactivation,uPA surface inh,PTAP TSG101 blk,BRCA1 expr act,ELG1 genotox,Eya2 inh,TRPV1 ag,ASM inhibitor,a7 integrin act,B2AR arrestin
CCc1nnc(NC(=O)CSc2nnc(COc3cccc(C)c3)o2)s1,1%,1%,0%,-9%,-11%,0%,17%,-2,-3%,6%,0.1%
COc1ccc(C2=NOC(C(=O)Nc3ccc4c(c3)OCCO4)C2)cc1OC (configuration not stated),-2%,-3%,-1%,1%,19%,6%,-12%,7,0%,?,0.5%
Cc1ccc(OC(=O)CCNC(=O)c2ccccc2Cl)c(Br)c1,-1%,-1%,-1%,-3%,8%,1%,12%,20,-1%,42%,-0.3%
O=C(CC(=O)Nc1ccccc1[N+](=O)[O-])Nc1ccccc1[N+](=O)[O-],-2%,-3%,-1%,1%,-25%,0%,3%,1,-6%,20%,-0.3%
CCc1ccc(/C=C/C(=O)c2ccc(N3CCOCC3)cc2)cc1,1%,?,-16%,2%,-1%,2%,9%,8,-27%,-7%,-0.4%
Cc1ccc(C(=O)/C=C/c2ccccc2[N+](=O)[O-])cc1,0%,-6%,-8%,0%,6%,?,-15%,28,-1%,-71%[inhibitor],0.4%
COc1ccc(C(=O)NNC(=O)CN2CCC(n3nnc4cc(C(F)(F)F)ccc43)CC2)cc1,0%,2%,-11%,1%,-1%,2%,-2%,-19,2%,5%,-0.3%
COC(Cn1c(-c2cccc(S(=O)(=O)N(C)C)c2)n[nH]c1=S)OC,1%,5%,-15%,-3%,-5%,1%,8%,2,-4%,-22%,0.1%
CCn1c(SCc2ccccc2)nnc1C1CCCCC1,3%,-7%,1%,-3%,-24%,-2%,6%,2,0%,-2%,2.2%
CCN1CCN(CCNC(=O)Nc2ccc([N+](=O)[O-])cc2)CC1,2%,0%,0%,-2%,0%,0%,-12%,-3,-3%,2%,-0.1%
COc1cc(/C=C2\SC(N3CCC(C)CC3)=NC2=O)ccc1O,9%,10%,-5%,2%,-15%,18µM*,-18%,21,-8%,0%,0.2%
O=C(Nc1ccc([N+](=O)[O-])cc1)Nn1cnnc1,0%,0%,-6%,0%,10%,-3%,-3%,1,-2%,14%,-0.5%
COCC(=O)NNC(=O)Cc1ccc(Cl)cc1,0%,-1%,-9%,-2%,0%,0%,6%,3,-5%,21%,-0.1%
Nc1ccc(-n2nc(C(F)(F)F)cc2C(F)(F)F)cc1,0%,7%,1%,0%,0%,0%,-1%,8,6%,13%,0.1%
Nc1c(Sc2ccccc2)c(=O)[nH]c(=O)n1Cc1ccccc1,.,.,-9%,-4%,1%,.,.,.,1%,-13%,.
CC(C)CC[n+]1ccn(C2=C([O-])c3ccccc3C(=O)/C2=N\S(=O)(=O)c2ccccc2)c1,-2%,-8%,-13%,-3%,-106%[inhibitor],-18%,15%,4,5%,-55%[inhibitor],-0.9%
CC1CC1C(=O)N(C)CC(=O)Nc1ccccc1Br (configuration not stated),1%,1%,7%,0%,1%,1%,-16%,.,0%,13%,-0.7%
COc1ccc(-n2cc(CNCc3cnc4ccccn34)c(-c3cccc(F)c3)n2)cc1,-4%,0%,-3%,1%,0%,-14%,-19%,?,-4%,-12%,-0.4%
CC(C)NC(=O)c1cnc(Sc2ncc(C(F)(F)F)cc2Cl)n1C,-6%,1%,8%,-11%,-10%,2%,-18%,?,-1%,16%,0.2%
N#CC1=C(N)C(C#N)(C#N)C2(CCC3(CC2)OCCO3)C2CC3(CC=C12)OCCO3 (configuration not stated),0%,10%,-22%,.,38%,2%,-6%,3,0%,8%,-0.3%
CCc1nnc(SCC(=O)Nc2ccc3c(c2)OCO3)o1,0%,0%,-4%,-1%,4%,1%,1%,1,3%,1%,0.1%
Cc1ccc(NS(=O)(=O)c2ccc(C(=O)N3CCN(c4ncccn4)CC3)cc2)cc1,1%,-2%,-5%,2%,-28%,-8%,3%,2,-9%,-48%[inhibitor],0.2%
O=C(O)C1CC1C(=O)N1CCN(c2ccc(Cl)c(Cl)c2)CC1 (configuration not stated),-4%,-3%,2%,5%,0%,0%,-8%,12,5%,8%,0.0%
CCOC(=O)CC(=O)CSc1nc2nc(C)cc(C)n2n1,1%,4%,5%,-10%,-2%,-1%,10%,-5,-1%,?,-0.2%
Cn1cccc1/C=C1\SC(=S)N(NC(=O)c2ccccc2Cl)C1=O,6%,-7%,8%,?,-6%,5%,-13%,8,?,29%,-2.0%
# The listing continues.
SMILES,USP2a block,p53 reactivation,uPA surface inh,PTAP TSG101 blk,BRCA1 expr act,ELG1 genotox,Eya2 inh,TRPV1 ag,ASM inhibitor,a7 integrin act,B2AR arrestin
CCOc1ccc(NC(=S)N(CCc2c(C)[nH]c3ccc(C)cc23)Cc2ccco2)cc1,-6%,0%,-22%,-5%,-38%,-2%,4%,-3,-11%,-45%,-0.7%
O=C1NC2(CCCCC2)N=C1c1ccc(Br)cc1,0%,-3%,1%,-4%,17%,2%,?,4,-1%,44%,0.0%
Cc1cccc(NS(=O)(=O)c2ccc(C(C)(C)C)cc2)n1,-1%,62%,-13%,-1%,-10%,-4%,11%,5,-1%,-1%,0.4%
COC(=O)c1sc(-c2cccs2)cc1N,4%,9%,-8%,-3%,13µM*,?,-5%,0,31%[activator],23%,-0.2%
CC(=O)NC(Cc1cc(C)ccc1C)C(=O)N1CCN(C(=O)c2ccc([N+](=O)[O-])cc2)CC1 (configuration not stated),-1%,2%,0%,-2%,-32%,-7%,?,-1,-3%,-4%,-0.2%
O=C(CCc1ccccc1)NNC(=O)Cc1ccc(Cl)cc1,1%,2%,1%,0%,-14%,0%,-9%,-4,-2%,13%,0.2%
S=c1[nH]ccn1-c1cccc(Cl)c1,3%,-9%,4%,-2%,-7%,0%,1%,-3,2%,5%,-0.7%
O=C(CCc1nc2ccccc2c(=O)[nH]1)Nc1nnc(SCc2ccc(F)cc2)s1,4%,4%,-1%,1%,0%,21%,9%,0,-5%,-3%,-0.3%
O=C(COC(=O)c1ccc2c(c1[N+](=O)[O-])C(=O)c1ccccc1C2=O)NC1CC1,0%,9%,-10%,-14%,1%,0%,-3%,1,-2%,-6%,-0.1%
Cn1c(=O)c2c(ncn2CC(=O)NC(C)(C)C)n(C)c1=O,-1%,-2%,4%,-4%,-4%,2%,-3%,-1,1%,16%,-0.1%
Cc1ccc(OC(=O)COc2ccccc2)c(-n2nc3ccccc3n2)c1,-2%,?,-3%,-4%,?,7.3µM*,14%,?,-7%,16%,0.1%
CCOC(=O)C(C)n1cnc2c1c(=O)[nH]c(=O)n2C (configuration not stated),-1%,-3%,9%,-6%,27%,1%,0%,0,4%,23%,-1.2%
CSc1ccc(CN(C)CC(=O)N(C)CC(=O)Nc2ccccc2Br)cc1,-1%,-8%,-7%,-3%,-15%,-5%,10%,2,5%,4%,-0.9%
Cc1ccc(C(=O)N/C(=C\c2cccs2)C(=O)NCCc2c[nH]c3ccccc23)cc1,3%,7%,-1%,-4%,-45%,3%,-2%,-3,-11%,-20%,0.4%
CCOc1ccc(OCCN2C(=O)c3ccccc3C2=O)cc1,-3%,6%,-22%,1%,?,-12%,-28%,-1,-1%,7%,-1.0%
CCOC(=O)CNC(=O)CN1C(=O)CCS(=O)(=O)c2ccccc21,-4%,5%,9%,-2%,-2%,-1%,2%,-2,2%,-15%,0.4%
Cc1ccc(S(=O)(=O)NCCC(=O)OCC(=O)N(C)c2ccccc2)cc1,1%,6%,0%,0%,1%,0%,-4%,5,3%,-53%[inhibitor],-0.2%
Cc1ccc(S(=O)(=O)N2CCN(S(=O)(=O)N3CCOCC3)CC2)cc1C,4%,0%,.,-1%,-22%,-1%,1%,3,8%,0%,-0.1%
Cc1nc2c(C(=O)N3CCCC3)cnn2c(C)c1Cc1c(F)cccc1Cl,5%,0%,.,-5%,-18%,4%,16%,0,3%,18%,-0.8%
c1ccc(-n2cc(CN3CCCC(CN4CCCC4)C3)c(-c3ccc4c(c3)OCO4)n2)cc1 (configuration not stated),1%,3%,-15%,1%,-49%,-6%,-6%,9,5%,-64%[inhibitor],0.0%
C=C(C)C(COc1c2occc2cc2ccc(=O)oc12)OC(C)(C)C(O)COc1c2occc2cc2ccc(=O)oc12 (configuration not stated),2%,-8%,-1%,-1%,-21%,-4%,2%,.,-5%,5%,-0.8%
NC(=S)N=Nc1c(O)[nH]c2ccc(F)cc12,-2%,5%,11%,-5%,-5%,0%,-19%,-2,-2%,1%,-0.3%

# Compounds as they come; about 2.6% have a hit in one of these screens.
